GalR3 antag: antagonists of human GalR3 | inhibition, % at 3 µM | HEK293 GalR3-CNG cAMP membrane potential fluorescence; galR3 body fused to GalR1 C-terminus | 360,000 compounds, 0.44% hits | O60755;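 active means inhibition above the screen-wide average plus 3 SD, cut at about 13% in these data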;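 further: forskolin and galanin both at EC90 stimulate the cells; cAMP rise reported by CNG channel membrane potential dye signal; 0% = forskolin plus galanin with DMSO and 100% = forskolin alone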
Target sequence (O60755 1-299 limits assumed): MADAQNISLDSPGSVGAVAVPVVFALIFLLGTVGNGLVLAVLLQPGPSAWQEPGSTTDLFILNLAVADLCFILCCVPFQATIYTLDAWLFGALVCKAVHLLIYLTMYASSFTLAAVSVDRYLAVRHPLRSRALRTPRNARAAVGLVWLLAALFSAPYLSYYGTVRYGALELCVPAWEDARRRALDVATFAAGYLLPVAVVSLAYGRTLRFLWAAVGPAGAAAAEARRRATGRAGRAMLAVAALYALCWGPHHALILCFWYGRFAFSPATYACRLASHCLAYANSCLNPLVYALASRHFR
MEKK2 mut-MEK5: signal of MEK5 binding to mutant human MEKK2 PB1 domain | bead flow cytometry, Alexa488-MEK5 binding to MEKK2 mutant | percent response, % at 10 µM | 290,000 compounds, 0.35% hits | AID 1530; in the data active means percent response above about 24%, passing the limit was not always enough; further: inactives centre near 1; some results filed as inactive read as strong as hits; reference of the scale not given here
GPR7 antag: human neuropeptides B/W receptor 1 antagonism; GPR7-expressing cells, fluorescence antagonist assay; inhibition, % at 4.4 µM; 290,000 compounds, 1.1% hits; in the data active means inhibition above about 16%, passing the limit was not always enough;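 further: cells stimulated with the agonist NPW; 0% = agonist with vehicle and 100% = vehicle without agonist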
Target sequence (P48145 whole entry, looked up): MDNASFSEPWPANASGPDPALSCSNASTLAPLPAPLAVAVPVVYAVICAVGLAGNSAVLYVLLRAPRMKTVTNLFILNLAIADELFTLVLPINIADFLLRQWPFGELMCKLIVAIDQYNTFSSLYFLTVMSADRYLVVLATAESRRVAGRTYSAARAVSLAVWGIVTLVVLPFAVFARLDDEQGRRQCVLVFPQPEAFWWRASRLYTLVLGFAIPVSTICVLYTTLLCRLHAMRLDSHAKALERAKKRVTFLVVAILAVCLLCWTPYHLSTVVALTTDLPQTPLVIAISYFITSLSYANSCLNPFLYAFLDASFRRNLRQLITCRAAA
V1R ag counter: counter-screen for oxytocin receptor agonists: human V1a receptor agonists; P37288; CHO-V1R cells, Fluo-8 calcium fluorescence, agonist mode; 0% DMSO, 100% 3 nM vasopressin; activation, % at 3 µM; 320,000 compounds, 0.25% hits; AID 2797;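 active means activation above the mean activation of all tested compounds plus 3 SD, per screening run, cut at about 20% in these data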;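 further: signal is peak over basal fluorescence ratio across a 100 second FLIPR read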
OXTR agonist: activates the human oxytocin receptor. P30559. CHO-OTR cells, Fluo-8 calcium fluorescence; normalized: DMSO 0%, oxytocin 100%. 320,000 compounds, 0.32% hits. AID 2435. activation, % at 3 µM;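 active means activation above the mean of all tested compounds plus 3 SD, cutoff set per screening run, cut at about 20% in these data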;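 further: peak over basal fluorescence ratio from a 100 s FLIPR kinetic read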
MEKK2wt PB1 HTS: raises or lowers MEK5 binding to wildtype human MEKK2 PB1 domain. Q9Y2U5. bead flow cytometry, Alexa488-MEK5 binding to MEKK2 WT; actives lie on both sides. binding response (% of control), % at 10 µM. 290,000 compounds, 1.1% hits; in the data active means binding response below about 67% or above about 130%
NALP1 inh: blocks the NALP1 inflammasome reconstituted in yeast; 280,000 compounds, 0.61% hits; inhibition, % at 10 µM; S. cerevisiae NALP1/ASC/caspase-1 growth, X-gal OD620, 72 h; in the data active means inhibition mostly above about 24%, no sharp cut-off; inactive means mostly below about 32%; further: some compounds called inactive have numbers as strong as hits
MEKK3 PB1 HTS: MEKK3-MEK5 PB1 interaction, increase or decrease. binding response (% of control), % at 10 µM. 290,000 compounds, 1.4% hits. Q99759. bead-based flow cytometry, Alexa488-MEK5 binding to MEKK3; actives lie on both sides; 0 = blocked by unlabeled MEK5, 100 = vehicle;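 active means binding response more than 3 SD above or below the average of its plate-row segment, actives on both sides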;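 further: Alexa488 bead fluorescence after subtracting the streptavidin-only scavenger bead signal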
PHOSPHO1 inh: blocks human PHOSPHO1 phosphatase activity; AID 1565; inhibition, % at 13.3 µM; Q8TCT1; 290,000 compounds, 1.1% hits; recombinant PHOSPHO1, absorbance phosphatase assay; in the data active means inhibition above about 60%
Target sequence (Q8TCT1 whole entry, looked up): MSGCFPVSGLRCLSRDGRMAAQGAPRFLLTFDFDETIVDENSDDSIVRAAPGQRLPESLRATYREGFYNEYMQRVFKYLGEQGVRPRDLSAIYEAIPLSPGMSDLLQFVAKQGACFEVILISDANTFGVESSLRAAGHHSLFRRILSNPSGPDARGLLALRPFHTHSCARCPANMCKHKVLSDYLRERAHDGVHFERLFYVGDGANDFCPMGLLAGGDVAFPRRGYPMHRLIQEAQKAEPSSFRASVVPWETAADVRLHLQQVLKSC
The depositor's hits bear a star; / = not tested or not shown.

canonical_smiles	GalR3 antag	MEKK2 mut-MEK5	GPR7 antag	V1R ag counter	OXTR agonist	MEKK2wt PB1 HTS	NALP1 inh	MEKK3 PB1 HTS	PHOSPHO1 inh
Cc1cnc(C(=O)OCC(=O)NC(=O)NC(C)C)cn1	-1	4	2	0.5	-0.5	106	8	101	15
Cc1ccc(NC(=O)C2CCN(S(=O)(=O)c3ccc4c(c3)NC(=O)C(C)S4)CC2)cc1C (configuration not stated)	1	-1	13	6.4	1.7	96	3	101	33
Cc1cccn2c(=O)c3cc(C(=O)NCCN4CCOCC4)c(=N)n(CCc4ccccc4)c3nc12	-3	/	4	-0.2	0.3	/	12	/	-7
Cc1ccc(CNC(=O)CCC2CCCN(Cc3ccc4cccc(F)c4n3)C2)o1 (configuration not stated)	6	20	-7	-0.7	-1.2	120	-9	106	28
COc1ccc(/C=C(/CC(=O)Nc2ccc(C)cc2)c2nc3ccccc3s2)cc1	-2	0	-1	1.2	-0.7	103	27	104	3
COCCNC(=O)C(=O)NNS(=O)(=O)c1ccc2ccccc2c1	0	-9	3	-0.1	1.2	98	-2	99	-21
C=CCN=C1N[C@@H](c2ccccc2)C(C(=O)OC)=C(C)N1CCOC	-4	10	-2	0.4	0.6	104	11	103	-188
O=C(CSc1nc2ccccc2c(=O)n1NC(=O)Cc1ccccc1)NCc1ccco1	-4	-1	4	-0.4	-0.9	96	-5	105	14
CCOC(=O)c1cnc2ccc(Br)cc2c1NCCO	-9	2	4	0.3	-0.7	106	/	102	1
O=C(Nc1nccs1)c1ccc(-c2ccccc2Cl)o1	-5	2	-15	-1.4	-1.6	105	17	103	0
Cc1ccccc1-c1nnc(SCC(=O)Nc2ccc3c(c2)OCCO3)n1N	-3	-3	1	-0.4	-0.1	97	19	102	25
CCCCC(CC)CNC(=O)Cn1c(=O)[nH]c2ccsc2c1=O (configuration not stated)	-6	-1	0	0.1	-0.5	99	-4	99	-20

Profiles from above. Values in the order: GalR3 antag	MEKK2 mut-MEK5	GPR7 antag	V1R ag counter	OXTR agonist	MEKK2wt PB1 HTS	NALP1 inh	MEKK3 PB1 HTS	PHOSPHO1 inh
Entry for Cc1ccccc1-c1nnc(SCC(=O)Nc2ccc3c(c2)OCCO3)n1N = -3	-3	1	-0.4	-0.1	97	19	102	25
Entry for CCCCC(CC)CNC(=O)Cn1c(=O)[nH]c2ccsc2c1=O (configuration not stated) = -6	-1	0	0.1	-0.5	99	-4	99	-20

More entries follow:
canonical_smiles	GalR3 antag	MEKK2 mut-MEK5	GPR7 antag	V1R ag counter	OXTR agonist	MEKK2wt PB1 HTS	NALP1 inh	MEKK3 PB1 HTS	PHOSPHO1 inh
CC(=O)NC(Cc1ccccc1C)C(=O)NC1CCN(C(=O)c2cccc(C)c2)CC1 (configuration not stated)	-5	3	-15	-0.4	0.7	104	1	104	23
COc1ccc(CC(=O)N2N=C(C)CC2(O)c2cccnc2)cc1 (configuration not stated)	2	-1	-4	0.9	0.6	95	5	99	-1
C#CCOCCOCCOCCNc1nc(N2CCN(C(=O)C(Cc3cc4ccccc4[nH]3)n3cc(C(N)Cc4ccc(O)cc4)nn3)CC2)nc(N2CCN(C(=O)C(Cc3cc4ccccc4[nH]3)n3cc(C(N)Cc4ccc(O)cc4)nn3)CC2)n1 (configuration not stated)	/	179*	3	/	/	298*	7	98	56
COc1ccccc1N1CCN(C(=O)Cn2cnc3c2c(=O)n(C)c(=O)n3C)CC1	-4	-5	3	2.0	-0.3	92	10	98	32
CCN1C(=O)c2ccccc2Sc2ccc(C(=O)NCCCN(CC(C)C)CC(C)C)cc21	-14	1	9	-1.2	0.2	105	32	97	37
Cc1cc(C)cc(C(=O)NCC(=O)OCC(=O)N2CCN(S(=O)(=O)c3ccc4ccccc4c3)CC2)c1	-3	-2	4	-0.1	-1.2	104	28	104	-27
Cc1cc(CNC(=O)Cn2nc(C)c([N+](=O)[O-])c2C)c2ccccc2n1	8	-2	8	1.2	0.8	86	-17	77	16
CC(C)(C)OC(=O)CNC(=O)c1[nH]cnc1C(=O)Nc1ccc(CNC(=O)OC(C)(C)C)cc1	0	4	/	1.6	-1.8	78	/	84	30
CC[n+]1c(/C=C2/C=C(C)CC(C)C2)sc2ccccc21 (configuration not stated)	-3	-8	-3	-0.2	-0.8	95	-6	105	16
CCOc1ccccc1N1CCN(S(=O)(=O)CC)CC1	-3	7	-9	-1.2	-1.3	100	1	102	14
CCCc1cc(C(=O)Nc2sc3c(c2C(=O)OCC)CCCC3)no1	/	1	-8	0.5	0.1	105	23	104	-6
O=c1[nH]c2ccc(NC(=S)Nc3ccccc3)cc2[nH]1	-2	3	-11	1.4	1.4	99	-6	98	16
Cc1ccc(OCC(=O)NNC(=O)C(C)Sc2ncnc3sc(C)c(C)c23)cc1 (configuration not stated)	-5	6	0	0.1	0.0	103	29	108	53
Cc1nc(NC(C)c2ccccc2)c2oc3ccccc3c2n1 (configuration not stated)	-3	5	1	4.0	1.6	108	20	105	8
O=C(O)c1ccccc1SC1CC(=O)N(c2cccc3ccccc23)C1=O (configuration not stated)	-4	-6	-12	/	/	96	/	96	9
O=S1(=O)CCOC[C@H](Cc2ccccc2)N1Cc1cccc(F)c1	5	4	/	-1.0	-0.2	106	/	103	/
COCCN(C(=O)Cn1c(C(F)(F)F)nc2ccccc21)c1c(N)n(Cc2ccccc2)c(=O)[nH]c1=O	0	2	-6	-0.5	0.2	104	10	98	38
COc1cccc(NC(=O)COC(=O)c2c3c(nc4ccccc24)CCC(C)C3)c1 (configuration not stated)	-5	9	39*	-0.6	-2.3	121	0	110	20
O=C(Cn1nnc(-c2ccccc2)n1)N/N=C/c1ccco1	-4	-1	-10	0.6	-0.3	105	8	108	0
CCOC(=O)Cn1nc(-c2ccc(Cl)cc2)ccc1=O	-4	3	1	1.9	1.9	105	2	102	2
O=C(CCN1C(=O)c2ccc([N+](=O)[O-])cc2C1=O)Nc1cccc(O)c1	-4	9	-10	0.4	-1.2	115	30	99	0
O=C(O)C1CCCCC1C(=O)OCCCCOC(=O)C1CCCCC1C(=O)O (configuration not stated)	-3	3	8	0.1	-0.1	97	-1	99	-2
COc1cc(C(C(=O)NC2CCCCC2)N(C(=O)Cc2c[nH]c3ccccc23)c2ccc(C)cc2)cc(OC)c1OC (configuration not stated)	1	-2	-9	0.3	-2.5	96	-41	102	-9
O=C1CN(C(=O)c2ccc3nc(Cc4cccc(Cl)c4)oc3c2)CCN1	1	6	-4	0.3	0.8	104	3	102	18
COc1ccc(C(C)C)cc1S(=O)(=O)N1CC(C)OC(C)C1 (configuration not stated)	-1	-2	-5	-0.4	-1.6	95	-2	100	14
COc1ccc(Cn2ccnc2SCC(=O)Nc2ccccc2)cc1	-4	8	6	1.3	-0.7	101	13	100	22
Cc1ccc(NC(=O)Cn2ncn3c(cc4ccccc43)c2=O)cc1F	-8	-3	-5	-0.4	-0.5	96	12	97	13
CC(C)Cc1ccc(CN2CCC(n3nccc3NC(=O)C3CCCC3)CC2)cc1	-3	6	7	6.1	2.8	119	0	104	9
Cc1cc(=O)oc2cc(OCC(=O)Nc3nnc(C4CC4)s3)ccc12	-7	1	-9	0.6	2.1	99	/	95	15
CC(C)CC(c1nnnn1C1CCCCC1)N1CCN(C(=O)c2ccco2)CC1 (configuration not stated)	-9	-10	3	0.0	-0.9	94	2	97	10
CCN(CC)C(=O)CSc1nc2ccccc2c(=O)n1CCC(=O)NCc1ccc(F)cc1	-1	-7	-7	-0.9	-1.8	95	26	97	29
Cc1ccc(C(=O)OC2CCOC2=O)cc1NC(=O)c1ccco1 (configuration not stated)	1	8	-10	0.1	0.6	101	/	102	5
Cc1cccc(OCCOC(=O)C2CCN(S(=O)(=O)c3ccc(C)c(C)c3)CC2)c1	-1	5	-14	2.3	2.3	107	5	109	5
COc1ccc(NC(=O)O/N=C/c2ccncc2)cc1	-4	3	-5	0.6	0.8	103	-4	103	-12
Cc1ccc(S(=O)(=O)N/N=C/c2cn(C)nc2C)cc1	-5	10	-4	0.3	-0.1	104	5	99	21
CCN(CC)S(=O)(=O)c1ccc(N2CCCCC2)c(NC(=O)c2ccncc2)c1	-6	-7	-10	-0.9	-2.1	92	-6	98	6
COc1ccc(OC)c2nc(-c3ccc4c(c3)OCO4)ccc12	-10	6	-2	-0.8	-1.6	101	10	104	14
CC(C)c1csc(CN2CCN(Cc3ccccc3)C(CCO)C2)n1 (configuration not stated)	2	-2	-12	-0.8	-0.4	94	0	96	20
CCN(CC)CCN(C(=O)c1ccc([N+](=O)[O-])cc1)c1nc2ccc(OC)cc2s1	-6	8	-26	0.9	0.3	117	7	105	-5
NS(=O)(=O)c1ccc(NC(=S)NC2CCCC2)cc1	-5	-2	6	0.2	-0.1	100	4	100	81*
COc1cc2c(cc1O)[C@H](Cc1ccc(Oc3cc(C[C@@H]4NCCc5cc(OC)c(O)cc54)ccc3O)cc1)NCC2	/	12	4	0.6	-1.1	106	1	96	11
Cc1ccc(NC(=O)c2cc(N3C(=O)C4CCCCC4C3=O)ccc2N2CCOCC2)cc1 (configuration not stated)	-6	-6	-8	1.1	-0.2	89	1	100	1
CC(=O)Nc1ccc(NC(=O)CSc2nccn2Cc2ccco2)cc1	-2	7	-11	4.4	0.3	106	3	101	10
O=C(O)c1ccccc1-c1nc2ccccc2n1-c1ccccc1	-2	1	-5	0.3	-0.4	105	19	108	-5
CCC(=O)N1CCc2cc(S(=O)(=O)NC(C(=O)NCc3ccc(C)cc3)C(C)C)ccc21 (configuration not stated)	-4	-4	0	-0.5	-0.3	100	24	96	21
Cc1ccc(CNC(=O)c2cc3c(s2)CN(Cc2ccccc2)C3)cc1	-5	-2	4	-0.4	-1.3	99	11	98	-4
CCOc1ccccc1N(CC(=O)NCCSc1ccccc1)S(C)(=O)=O	-6	1	-5	-1.0	-0.9	119	6	132*	-25
CC(C)CCN1C(=O)c2ccc(C(=O)Nc3ccc(Br)cc3C(=O)O)cc2C1=O	-6	0	0	-1.2	-0.8	97	-2	97	14
O=C(c1cccc2ccccc12)N1CCN(c2ccccc2F)CC1	-3	-2	15	-0.5	-2.4	93	41*	97	24
CCS(=O)(=O)N1CCC(C(=O)Oc2ccccc2OC)CC1	-6	6	-12	0.3	0.8	108	11	107	51
CC(=O)N1c2ccc(S(=O)(=O)N3CCC(C(=O)Nc4cc(C)cc(C)c4)CC3)cc2CC1C (configuration not stated)	-1	2	1	1.2	1.2	100	5	100	48
CCc1cc(=O)oc2cc(OCC(=O)NCCCn3ccnc3)ccc12	0	10	-9	0.4	0.4	108	-2	106	40
S=C(NCc1cccs1)Nc1cccc2ccccc12	-5	-2	4	-1.1	-1.1	101	-3	103	-27
Cc1ccccc1-c1nn2c(-c3ccccc3)nnc2s1	-4	16	2	-1.2	-2.5	110	22	109	17
Cc1cc(C(=O)N/N=C\c2cc(C(C)(C)C)ccc2O)n[nH]1	/	3	-8	0.2	-0.1	103	-1	103	18
Cc1ccc(-c2nnn(CC(=O)N(Cc3cccs3)C(C(=O)NC3CCCC3)c3ccncc3)n2)cc1 (configuration not stated)	-7	5	-17	0.4	-1.5	94	14	119	-24
CC(C)(O)C#Cc1ccc(CN2CCC(n3nccc3NC(=O)C3CC3)CC2)cc1	-7	1	-5	1.0	0.1	96	6	98	12

Screens: PubChem BioAssay, several laboratories
